Bioassay records as filed in PubChem BioAssay.
NSD2 HMT inh: NSD2 histone methyltransferase inhibitors, primary screen, biochemical, AlphaScreen, single concentration, set 2; Histone-lysine N-methyltransferase NSD2 (Homo sapiens), O96028; NSD2 peptide methylation, 120 min; inhibition, % at 12.5 µM; actives 0.54% (n = 310,000); AID 743445, 2014; in the data active = inhibition above about 50%
DSG3 Ab inh: inhibitors of pemphigus antibody binding to DSG3, primary screen, biochemical, bead-based, flow cytometry, scFv-GFP; Desmoglein-3 (Homo sapiens), P32926; DSG3-coupled beads, scFv-anti-DSG3-GFP binding; stronger effect = lower value; binding (percent of control), % at 10 µM; actives 0.48% (n = 310,000); AID 588358, 2011;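 active = binding more than 3 SD below its plate's average and above zero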;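 note: hits lower antibody fragment binding to DSG3; some compounds called inactive have numbers as strong as hits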
Target sequence (P32926 whole entry, looked up, the tested form may be a part): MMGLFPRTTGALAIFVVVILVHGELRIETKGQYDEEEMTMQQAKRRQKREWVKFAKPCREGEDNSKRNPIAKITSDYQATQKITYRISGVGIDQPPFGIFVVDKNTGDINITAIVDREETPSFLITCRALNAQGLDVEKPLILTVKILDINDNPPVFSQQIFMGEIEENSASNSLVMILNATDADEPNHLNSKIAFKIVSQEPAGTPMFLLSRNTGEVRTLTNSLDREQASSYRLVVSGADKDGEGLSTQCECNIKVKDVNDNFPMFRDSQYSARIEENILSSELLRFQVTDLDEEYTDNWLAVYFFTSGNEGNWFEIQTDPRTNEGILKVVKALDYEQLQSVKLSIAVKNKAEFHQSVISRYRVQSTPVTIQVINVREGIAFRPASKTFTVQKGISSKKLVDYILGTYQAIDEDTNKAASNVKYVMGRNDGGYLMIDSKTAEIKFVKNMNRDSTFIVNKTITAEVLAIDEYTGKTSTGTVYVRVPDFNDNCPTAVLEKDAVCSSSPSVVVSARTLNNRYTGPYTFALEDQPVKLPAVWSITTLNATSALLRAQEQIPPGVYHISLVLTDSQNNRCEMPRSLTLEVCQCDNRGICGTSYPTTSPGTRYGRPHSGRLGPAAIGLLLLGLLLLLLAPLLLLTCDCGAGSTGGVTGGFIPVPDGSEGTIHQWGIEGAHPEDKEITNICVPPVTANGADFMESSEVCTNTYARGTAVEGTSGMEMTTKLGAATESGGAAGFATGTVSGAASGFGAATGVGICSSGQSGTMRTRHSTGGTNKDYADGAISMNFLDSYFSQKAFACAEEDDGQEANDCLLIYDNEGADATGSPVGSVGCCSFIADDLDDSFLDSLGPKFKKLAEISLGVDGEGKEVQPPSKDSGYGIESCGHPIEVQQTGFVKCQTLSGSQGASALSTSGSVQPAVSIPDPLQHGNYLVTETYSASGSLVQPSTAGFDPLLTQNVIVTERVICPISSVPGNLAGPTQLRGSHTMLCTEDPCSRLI
SR-BI uptake up: activators of SR-BI mediated DiI-HDL uptake, primary screen, ldlA[mSR-BI] CHO cells, DiI fluorescence; AID 504775, 2011; actives 0.096% (n = 320,000); 3 h; 100 = double the neutral-control signal; activation, % at 12.5 µM;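 active = mean replicate activation of at least 60% and every replicate at or above 60%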;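 note: 0% = median plate neutral-control signal and 100% = twice that signal; values of inactives mirror those of a sister screen read the other way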
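Test system: SR-BI-overexpressing, LDLR-lacking CHO cells; Medium: Ham's F12 with 0.5% BSA, HEPES 25 mM, pH 7.4; Schedule: 3 h, 37 °C; Technique: bottom-read fluorescence, 550/595 nm.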
SR-BI HDL uptake: inhibitors of SR-BI mediated HDL lipid uptake, primary screen, ldlA[mSR-BI] cells, fluorescence, single point; ldlA[mSR-BI] CHO cells, DiI-HDL uptake fluorescence, 3 h; actives 0.96% (n = 320,000); Scavenger receptor class B member 1 (Mus musculus), Q61009; inhibition, % at 12.5 µM;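 active = mean replicate inhibition of at least 70% and a set share of replicates each scoring 70 or more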;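 note: 0% = median of neutral control wells and 100% = median of positive control wells; values of inactives mirror those of a sister screen read the other way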
dFosB act: activators of delta FosB homodimer, primary screen, biochemical, fluorescence polarization, TAMRA-CDK5 oligo, single point | activation, % at 25 µM | actives 0.99% (n = 340,000) | Protein FosB (Mus musculus), P13346 | AID 493131, 2011 | purified delta FosB; percent of positive-control signal above neutral wells;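 active = mean activation above about 17%, with every replicate also reaching it, limit read from the data, passing the limit was not always enough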;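 note: fluorescence polarization rise as delta FosB binds a TAMRA Cdk5 AP-1 oligo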
CDK5 p35 inh: inhibitors of human CDK5/p35 kinase, primary screen, biochemical, single concentration. Cyclin-dependent kinase 5 (Homo sapiens) + Cyclin-dependent kinase 5 activator 1 (Homo …. Recombinant CDK5/p35, ADP-Glo luminescence, 60 min. inhibition, % at 10 µM. actives 0.01% (n = 330,000);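 active = highest replicate inhibition of at least 50% and at least 75% of replicates reaching 50%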;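 note: plate controls were DMSO neutral control for no effect and GW8510 at 10 µM for full effect; many of its hits are not listed in these tables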
PKA-R2B act: activators of PKA-R2B holoenzyme, primary screen, biochemical, fluorescence polarization, Cy5-IP20, human | PKA-R2B holoenzyme dissociation; R2B truncated from residue 108, S112A mutant; 0% DMSO only, 100% 113 µM cGMP | activation, % at 11.4 µM | actives 0.079% (n = 340,000) | AID 504700, 2011;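 active = activation above a cutoff set at the mean over all compounds plus 3 SD, cut at about 18% in these data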;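 note: higher means more holoenzyme dissociation and a rise in polarization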
PKA-R1A activ: activators of PKA-R1A holoenzyme, primary screen, biochemical, fluorescence polarization, Cy5-IP20, bovine R1A, mouse PKAc; cAMP-dependent protein kinase type I-alpha regulatory subunit (Bos taurus) + …; PKA-R1A dissociation; scaled: DMSO 0%, 113 µM cGMP 100%; activation, % at 11.4 µM; actives 0.083% (n = 340,000);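 active = percent activation above the mean of all tested compounds plus 3 SD, cut at about 19% in these data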;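 note: higher means more PKAc released from R1A so a rise in polarization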
Arrestin-AP2 inh: inhibitors of beta-arrestin/AP2 binding, primary screen, biochemical, GPCR trafficking, flow cytometry; FITC-arrestin peptide / GST-AP2 beads; AP2 beta2 appendage carries R879A mutation; inhibition, % at 10 µM; actives 0.31% (n = 340,000);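 active = inhibition above a set limit, near 3 SD of compounds lacking own fluorescence, cut at about 54% in these data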;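 note: plate controls were DMSO wells for no effect and 5 µM unlabelled arrestin peptide for full effect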
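System: GST-AP2 R879A glutathione beads. Medium: PBS with 0.05% Tween 20 and 0.1% BSA. Also added: FITC-arrestin peptide, 50 nM. Incubation: 12 min plus 1 h, RT. Measured by: high-throughput flow cytometry of beads, ex 488, em 535 nm. Evaluation: percent drop in bead-associated FITC signal.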
Mot1-301 SUMO: yeast Mot1-301 growth rescue at high temperature, primary screen, SUMOylation pathway inhibitor project, S. cerevisiae, ATP luminescence, 38.5C | S. cerevisiae Mot1-301 growth rescue; percent above DMSO median, 100 means doubled | growth rescue, % at 18.8 µM | actives 1% (n = 320,000) | AID 2716, 2010;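 active = every valid replicate shows activation above 250% relative to neutral control wells; inactive = the rest, any valid replicate at or below 250%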;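 note: OY570 slx delta 5 strain wells were the positive control but not used for scaling; some compounds called inactive have numbers as strong as hits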
MITF act: activators of MITF-driven TRPM1 promoter reporter, primary screen, cell-based, SK-MEL-5, luciferase, single point. actives 0.75% (n = 300,000). SK-MEL-5 TRPM1-promoter luciferase, 24 h; % of positive control, neutral wells = 0. activation, % at 12.5 µM;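 active = mean activation of at least 80% with every replicate also reaching 80%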;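 note: 0% = neutral control wells and 100% = parthenolide positive control wells; values of inactives mirror those of a sister screen read the other way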
* hit, by the source's call; . = not tested or not shown.

molecule,NSD2 HMT inh,DSG3 Ab inh,SR-BI uptake up,SR-BI HDL uptake,dFosB act,CDK5 p35 inh,PKA-R2B act,PKA-R1A activ,Arrestin-AP2 inh,Mot1-301 SUMO,MITF act
COCCn1c(SCC#N)nnc1-c1ccc2c(c1)OCO2,0.7,100.2,23.7,-23.7,1.8,-1.0,-6.0,3.8,41.3,-3.4,3.1
O=C(NCc1ccccc1)N1CCN(c2ccccc2)CC1,0.1,119.2,-10.9,10.9,-3.2,-0.4,-2.3,-12.5,41.2,-5.1,.
COc1cccc(CNc2ccc3[nH]c(=O)[nH]c3c2)c1OCc1ccccc1,-1.5,108.6,-9.3,9.3,-4.2,-0.2,-5.5,4.9,19.4,10.3,2.9
O=C(O)CCNc1nc(C(F)(F)F)nc2ccccc12,-1.7,81.3,11.6,-11.6,0.9,1.5,-2.0,0.4,10.1,-11.6,21.1
Cc1cc([N+](=O)[O-])nn1Cc1ccc(C(=O)N/N=C/c2ccc(O)cc2O)cc1,-2.9,118.0,-41.2,41.1,12.1,-0.2,-6.0,-12.3,-2.4,-6.3,-50.9
O=C(NCc1ccco1)C1CC(=O)N(c2ccc(O)cc2)C1 (configuration not stated),-0.1,105.1,35.5,-35.5,-1.1,0.5,5.4,-3.5,20.2,4.3,.
O=C(Nc1ccc(Cl)cc1)Nc1cccc2nsnc12,-5.6,99.8,-29.6,29.6,5.2,0.4,-13.3,-12.7,7.2,-4.3,24.7
CCC(C(=O)NCc1cccnc1)n1nc(C)n2c(cc3occc32)c1=O (configuration not stated),-4.8,97.4,15.2,-15.2,-2.3,.,-7.1,1.0,-4.7,-3.4,10.6
Cc1ccccc1SCc1noc(C(=O)NCC2CCCO2)c1C(=O)O (configuration not stated),.,101.5,30.3,-30.3,8.6,0.1,-1.4,-4.7,-11.2,-9.7,7.3
CCCCCCCn1ccc(O)c(CC(=O)OC)c1=O,-2.9,98.0,19.6,-19.6,5.1,0.5,-4.8,2.7,26.1,-4.7,8.3
COc1ccc(N2CCN(C(CNC(=O)C(=O)NCc3cccs3)c3ccco3)CC2)cc1 (configuration not stated),2.0,94.5,.,.,-7.5,-0.7,0.3,4.0,-1.9,-10.7,-3.1
COc1ccc(C2CC(c3ccc(C)cc3)=NN2C(=O)CCC(=O)O)cc1OC (configuration not stated),-2.9,89.7,4.7,-4.7,-4.6,-1.5,10.2,-12.1,19.8,-17.1,-1.1
CC(C)CNC(=O)c1cc(S(=O)(=O)N2CCOCC2)ccc1N1CCCC1,0.5,96.6,7.0,-7.0,3.4,-0.4,-1.7,8.3,55.2*,5.4,4.3
COc1ccc(C(CNC(=O)c2ccc(NS(=O)(=O)c3ccc4c(c3)OCCO4)cc2)N(C)C)cc1 (configuration not stated),0.2,110.6,3.8,-3.8,-2.6,-8.2,-4.4,-10.1,4.1,.,12.0
O=S(=O)(Nc1nc2ccccc2nc1N1CCN(c2ccccc2)CC1)c1ccc(F)cc1,3.7,70.3,1.1,-1.1,-10.1,-2.2,-11.0,-10.5,7.6,526.0*,-6.1
CCn1c(=O)c(C(=O)Nc2nc3ccccc3[nH]2)c(O)c2ccccc21,-1.5,96.3,2.3,-2.3,-18.6,-0.7,0.0,-7.5,1.2,.,-16.8
Cc1ccc(-c2nc(-c3ccccn3)no2)cc1Cl,5.3,.,1.3,-1.3,-24.5,3.9,-0.6,-9.8,12.2,4.3,-80.2
COc1cc(OC)cc(C(=O)NC2CCCCCCC2)c1,-4.7,89.6,-4.7,4.7,-6.3,2.0,6.2,-3.9,5.7,-6.4,4.3
COc1ccc(CCNC(=O)CSc2nc3c(c(=O)n(C)c(=O)n3C)n2C(C)C)cc1OC,-2.8,111.6,2.7,-2.7,-7.3,2.9,-2.6,-8.8,23.1,-13.9,-9.0
O=C(CSC1=NCCS1)NC(NC(=O)CSC1=NCCS1)c1ccccc1,-2.8,101.3,-8.4,8.4,1.5,-0.3,0.1,-8.4,42.9,-8.9,-6.7

The list goes on (2 carried over from the part before).
molecule,NSD2 HMT inh,DSG3 Ab inh,SR-BI uptake up,SR-BI HDL uptake,dFosB act,CDK5 p35 inh,PKA-R2B act,PKA-R1A activ,Arrestin-AP2 inh,Mot1-301 SUMO,MITF act
COc1ccc(CCNC(=O)CSc2nc3c(c(=O)n(C)c(=O)n3C)n2C(C)C)cc1OC,-2.8,111.6,2.7,-2.7,-7.3,2.9,-2.6,-8.8,23.1,-13.9,-9.0
O=C(CSC1=NCCS1)NC(NC(=O)CSC1=NCCS1)c1ccccc1,-2.8,101.3,-8.4,8.4,1.5,-0.3,0.1,-8.4,42.9,-8.9,-6.7
c1cc2nnnn2nc1N1CCCCCC1,-3.8,101.3,10.9,-10.9,6.2,-0.8,8.7,2.1,20.7,1.5,6.0
O=C(/C=C/c1ccc2c(c1)OCO2)c1ccccn1,.,108.3,23.1,-9.6,-10.3,5.8,-11.9,-6.9,3.4,-23.1,.
CC(Cc1ccco1)NC(=O)c1cccc(S(=O)(=O)N(C)C)c1 (configuration not stated),1.0,116.0,.,.,-7.7,1.2,-1.5,2.4,-2.2,1.9,63.8
CCOCCCNC(=O)C1CCN(Cc2cccc(OCc3ccccc3)c2)CC1,-0.6,92.2,-18.6,18.6,-10.8,1.1,-4.0,6.5,13.4,12.9,.
CCOc1ccc(NC(=S)NNC(=O)c2ccc(Br)cc2)cc1,0.8,96.5,-7.0,7.0,0.4,1.2,-7.6,-3.0,27.0,-7.9,-1.0
O=C(c1cccs1)N(Cc1cc2ccccc2[nH]c1=O)c1ccccc1,-1.0,.,-10.2,10.2,7.6,-0.2,5.4,-6.1,-16.0,1.1,0.3
CS(=O)(=O)Nc1ccc(C2=NN(S(C)(=O)=O)C(c3cccs3)C2)cc1 (configuration not stated),-2.5,107.8,-18.2,18.2,-0.3,0.0,-12.1,0.3,-0.5,-6.5,23.8
COc1ccc(-n2nc(C(=O)NCC(=O)N3CCN(c4ccccc4F)CC3)c3ccccc3c2=O)cc1OC,-3.1,117.9,.,.,-0.8,0.2,-2.0,10.3,0.8,203.2,71.3
CCn1cc(C(=O)N[C@@H](CCSC)C(=O)NCCCn2ccnc2)c(=O)c2cc3c(cc21)OCO3,2.5,100.4,30.5,-30.5,-13.8,-0.2,-4.2,5.7,20.7,-15.1,4.6
COc1ccc(N(CC(=O)Nc2c(C)cccc2C)S(=O)(=O)c2ccccc2[N+](=O)[O-])c(OC)c1,-2.6,100.5,19.7,-19.7,-4.7,-0.3,-5.0,-2.1,28.0,4.4,-5.0
COc1ccccc1S(=O)Cc1ccc(C(=O)NCc2ccccc2Cl)o1 (configuration not stated),.,109.8,-24.5,24.5,-4.7,-1.4,-7.1,-10.0,-3.0,-19.8,-1.1
N#Cc1ccc(C(=O)N/N=C/c2cn(CC(=O)O)c3ccccc23)c(F)c1,23.3,93.7,20.5,-20.5,-2.9,0.3,-0.4,-7.0,-11.2,4.5,-9.7
CN(C)CC(=O)c1ccc(-c2ccccc2)cc1,10.7,104.1,1.2,-1.2,-1.6,2.9,5.9,-0.2,7.8,185.2,11.9
Cc1ccccc1NC(=O)Cc1nc(COC(=O)CC(C)c2ccccc2)cs1 (configuration not stated),-1.3,100.7,-13.7,13.7,-7.7,0.6,0.4,-16.1,2.0,.,0.3
O=C(Cn1c(=O)oc2ccccc21)Nc1ccc(F)cc1,0.4,107.7,22.7,-22.7,11.3,0.5,-5.0,-5.1,0.1,-2.1,2.2
Cc1n[nH]c(=O)nc1N1CCc2ccccc2C1,0.8,98.0,.,.,-10.9,0.4,-2.9,-4.4,-9.5,-8.8,7.7
C=CCSc1nnc(CCc2ccccc2)n1N,2.5,107.0,19.0,-19.0,5.2,1.4,-7.7,3.1,7.8,.,9.1
CCSc1nnc(NC(=O)c2nc(S(=O)(=O)Cc3ccc(F)cc3)ncc2Cl)s1,5.1,102.7,19.5,-19.5,-7.8,-3.4,0.9,-12.5,-6.5,-17.6,-36.0
Cc1ccc(C(=O)Nc2c3c(nn2C(C)(C)C)CS(=O)(=O)C3)cc1C,0.5,90.9,-6.0,6.0,-4.5,0.0,-3.6,-1.9,1.0,3.2,-3.1
Cc1ccc(CN(Cc2cc3cccc(C)c3[nH]c2=O)C(=S)NCCCN(C)C)cc1,11.9,99.7,24.2,-24.2,-11.3,1.0,3.1,-2.2,14.5,-22.1,3.4
Cc1csc2c(N3CCN(C(=S)Nc4ccc(C(F)(F)F)cc4)CC3)ncnc12,-0.5,111.9,-5.9,5.9,4.6,0.6,-10.2,-1.5,4.5,35.0,-8.2
CN(C)c1ccc(/C=N/Nc2nc3ccccc3o2)cc1,-1.7,100.5,21.3,-21.3,-4.4,0.6,-6.8,-13.1,5.8,-8.8,-9.0
O=C(Nc1ccccc1-c1nnc(SCc2ccccc2)o1)c1ccccc1,-0.2,103.0,-7.2,7.2,-3.6,-0.3,3.1,2.8,9.1,-19.2,.
COc1ccc(N(CC(=O)Nc2ccc(C)cc2)S(=O)(=O)c2c(C)noc2C)cc1,-2.1,100.3,4.9,-4.9,-5.3,-0.3,5.6,-1.8,-19.4,36.9,-1.0
COC(=O)C1=C(O)/C(=C\c2cc(C)n(-c3ccc(F)cc3)c2C)N=C1C,-1.4,97.9,12.1,-12.1,-13.5,-2.1,-9.6,-10.1,51.4,-10.1,-8.1
CC1(C)c2ccccc2-c2nc3ccccc3cc2C1O (configuration not stated),-4.5,95.6,-5.6,5.6,-8.9,0.7,-1.9,-6.5,6.3,0.3,-16.7
CNC(=S)Nc1ccc2nc(C)c(C)nc2c1,-1.0,101.4,-2.5,2.5,-2.4,-1.3,-0.9,3.1,9.1,0.8,.
